# A3G deaminase: APOBEC3G (human) deaminase inhibition; recombinant A3G, ssDNA deamination FAM/TAMRA fluorescence; inhibition, % at 20 µM; actives 0.28% (n = 330,000); AID 493012;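 active = inhibition of at least 40% at 20 µM, with no more than 30% in the related APOBEC3A deaminase screen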;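 also: plate controls were DMSO wells with A3G for no effect and wells lacking A3G enzyme for full effect; some compounds called inactive have numbers as strong as hits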
# Target sequence (Q9HC16 whole entry, looked up): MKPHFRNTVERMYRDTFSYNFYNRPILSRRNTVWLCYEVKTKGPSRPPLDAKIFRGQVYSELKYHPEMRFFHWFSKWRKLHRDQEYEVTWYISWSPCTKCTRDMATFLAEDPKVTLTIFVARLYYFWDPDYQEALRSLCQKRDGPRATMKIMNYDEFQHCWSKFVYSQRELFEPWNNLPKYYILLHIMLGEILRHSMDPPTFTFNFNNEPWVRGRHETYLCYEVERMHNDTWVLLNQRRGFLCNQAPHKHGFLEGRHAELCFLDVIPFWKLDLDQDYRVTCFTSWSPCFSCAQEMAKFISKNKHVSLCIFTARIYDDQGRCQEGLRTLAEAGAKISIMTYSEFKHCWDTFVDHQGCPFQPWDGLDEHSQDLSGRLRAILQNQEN
# mIAP activ: increases mouse intestinal alkaline phosphatase activity; muIAP, CDP-Star luminescence, 30 min; stronger effect = higher value; 1 = vehicle-only enzyme signal, 0 = enzyme-free wells; actives 0.24% (n = 330,000); AID 2805; activation factor at 10 µM;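 active = activation factor of at least 2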; also: the source names both 10 and 20 µM as test concentration; values of inactives mirror those of a sister screen read the other way
#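 Assay system: mouse IAP enzyme; reagent: chemiluminescent substrate CDP-Star; dosing: test compounds delivered from DMSO solution; schedule: 30 min at room temperature; measured by: luminescence from enzymatic CDP-Star hydrolysis; controls: DMSO-only wells and no-enzyme negative control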
# MIN6 prolif: induces beta-cell replication in MIN6 cells; MIN6 cells proliferation, ATPlite luminescence, 48 h; cells starved in 0.2% serum; 100% = growth in 10% serum; proliferation, % at 10 µM; actives 0.29% (n = 330,000); AID 2380;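 active = compounds whose signal lies at least 3.5 SD above the mean of all wells on their plate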;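 also: 0% = DMSO-treated cells in low-serum medium and 100% = 10% serum control; some compounds called inactive have numbers as strong as hits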
# hIAP act: human IAP activation; P09923; purified human IAP, CDP-Star luminescence, 30 min; stronger effect = higher value; 1 = vehicle-only enzyme, 0 = enzyme-free background; activation factor at 10 µM; actives 0.16% (n = 330,000);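 active = activation factor of the enzyme at least 2-fold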; also: the source names both 10 and 20 µM as test concentration; values of inactives mirror those of a sister screen read the other way
# mIAP inh: blocks mouse intestinal alkaline phosphatase; purified mouse IAP, CDP-Star luminescence, 30 min; inhibition, % at 10 µM; actives 0.2% (n = 330,000);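 active = inhibition of at least 40% at 10 µM in the primary screen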;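 also: plate controls were DMSO with enzyme for no effect and no enzyme wells for full effect; values of inactives mirror those of a sister screen read the other way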
# hIAP block: human IAP inhibition. P09923. purified IAP, CDP-Star luminescence, 30 min. inhibition, % at 10 µM. actives 0.12% (n = 330,000). AID 2544;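 active = inhibition reaching a set limit with compound at 10 µM in the primary screen, cut at about 35% in these data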;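 also: plate controls were DMSO wells with enzyme for no effect and no-enzyme buffer wells for full effect; values of inactives mirror those of a sister screen read the other way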
# MPTP block: inhibitors of mitochondrial permeability transition pore; isolated mouse mitochondria, Ca2+ swelling absorbance, 30 min; inhibition, % at 10 µM; actives 1.4% (n = 360,000);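 active = inhibition of 50% or more, scaled per plate between neutral and stimulator controls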;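 also: 0% = DMSO wells given calcium and 100% = 1 mM EGTA wells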
# ATG4B inhibitor: blocks human ATG4B protease cleavage of LC3 substrate. Q9Y4P1. ATG4B cleavage of LC3-PLA2, NBD-HPC fluorescence, 1 h. inhibition, % at 8.33 µM. actives 0.51% (n = 340,000); in the data active = inhibition above about 40%
# Target sequence (Q9Y4P1 whole entry, looked up): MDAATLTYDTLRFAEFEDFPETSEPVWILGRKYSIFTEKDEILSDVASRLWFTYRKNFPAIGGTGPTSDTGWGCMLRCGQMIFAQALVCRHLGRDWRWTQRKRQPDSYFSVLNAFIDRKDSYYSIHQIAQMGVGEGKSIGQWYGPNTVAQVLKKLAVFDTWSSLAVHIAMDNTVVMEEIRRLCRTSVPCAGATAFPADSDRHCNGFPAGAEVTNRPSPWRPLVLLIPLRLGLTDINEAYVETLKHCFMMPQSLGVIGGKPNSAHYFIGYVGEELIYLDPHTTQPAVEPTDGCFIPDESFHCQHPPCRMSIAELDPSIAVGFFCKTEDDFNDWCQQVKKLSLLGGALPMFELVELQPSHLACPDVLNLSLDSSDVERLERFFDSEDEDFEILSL
# A3A deaminase: human APOBEC3A DNA deaminase inhibition | P31941 | recombinant A3A, FAM/TAMRA ssDNA deamination fluorescence | inhibition, % at 20 µM | actives 0.41% (n = 330,000) | AID 493011;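 active = at least 40% inhibition at 20 µM here, with at most 30% in a related deaminase screen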;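 also: plate controls were A3A with DMSO for no effect and wells lacking A3A enzyme for full effect; some results filed as inactive read as strong as hits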
# Target sequence (P31941 whole entry, looked up): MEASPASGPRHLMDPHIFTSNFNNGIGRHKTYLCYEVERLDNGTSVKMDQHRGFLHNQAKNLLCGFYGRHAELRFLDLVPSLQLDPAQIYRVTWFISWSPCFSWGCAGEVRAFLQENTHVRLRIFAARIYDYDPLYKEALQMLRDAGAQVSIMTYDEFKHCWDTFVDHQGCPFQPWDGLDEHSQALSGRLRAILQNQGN
# * hit, by the source's call.
compound,A3G deaminase,mIAP activ,MIN6 prolif,hIAP act,mIAP inh,hIAP block,MPTP block,ATG4B inhibitor,A3A deaminase
Cc1cccc(NC(=O)c2ccc(N3C(=O)C4C5C=CC(C6CC56)C4C3=O)cc2)c1 (stereo not given),-8,1.1,-2,1.1,-8,-13,-0.3,-2,-4
Cc1cc(N2CCN(C(=O)c3ccco3)CC2)n2ncc(-c3ccccc3)c2n1,1,1.1,-2,1.1,-13,-6,-1.2,4,-5
Cc1ccnc(OC(C(=O)O)C(OCCc2ccccc2)(c2ccccc2)c2ccccc2)n1 (stereo not given),0,0.96,-2,1,4,-1,0.8,-3,7
Fc1ccc(/C=N/N2CCCCC2)c(F)c1,3,1,3,0.95,-1,5,-0.2,3,-4
COc1ccc(S(=O)(=O)N(C)c2ccc(C(=O)NCc3ccco3)cc2)cc1,-5,0.94,1,0.81,6,19,-1.2,-4,0
COc1ccccc1CNC(=O)C1(C)Oc2cccnc2NC1=O (stereo not given),-3,1,-2,1,-2,0,-4.2,0,1
CC(C)NC(=O)c1c(O)c2cccc3c2n(c1=O)CCC3,0,0.95,0,1,5,-2,1.7,-4,6
CN(CC(=O)Nc1ccccc1Br)C(=O)C1CCN(C(=O)c2ccc(Cl)cc2)CC1,-4,1.1,3,0.98,-6,2,0.0,-4,4
Cc1ccc(NC(=O)Cn2cccc2)cc1Cl,0,0.97,-1,1,2,-4,-1.6,1,1
CC(C)c1ccccc1NCC(=O)N1CCN(Cc2ccccc2)CC1,-4,0.93,1,1.1,8,-6,-0.6,-10,-1
CC(=O)c1ccc(S(=O)(=O)NCc2cccnc2)cc1,-4,1.1,-5,0.91,-10,9,-0.2,0,0
Cc1ccnc(NC(=O)Cn2c(=O)oc3cc(S(=O)(=O)N4CCCC4)ccc32)c1,-10,0.95,5,0.89,5,11,11,-9,-3
CCOC(=O)c1oc2c(O)c(O)ccc2c(=O)c1-c1nncn1-c1ccccc1,-4,0.92,-2,1.1,8,-10,-0.1,-2,-1
CCCCC(CC)C(=O)Nc1ccc(Cl)cn1 (stereo not given),-1,0.91,-1,0.89,10,11,1.6,-6,2
COc1ccc(C2C(C#N)=C(N)N(N(C)C)C3=C2C(=O)CCC3)cc1 (stereo not given),-1,1,3,1.1,0,-9,0.2,-7,1
CC(C)(C)C(=O)COC(=O)c1cc(-c2ccncc2)nc2ccccc12,-8,0.9,-1,0.99,10,1,-2.2,1,-1
COc1ccc([N+](=O)[O-])cc1N(CC(=O)N1CCCCC1)S(C)(=O)=O,-5,1,-2,1.1,-1,-12,-0.2,-1,-1
CN(CCN1CCOCC1)Cc1nc(-c2cccs2)no1,-9,1,-2,1,-2,-2,-2.5,-5,-2
CCOC(=O)c1ccc(S(=O)(=O)N2CCC(C(=O)NCC3CCCCC3)CC2)cc1,-4,0.9,0,0.92,10,8,0.5,-5,0
CCCc1cc(=O)oc2cc(OCC(=O)Nc3ccc4c(c3)OCCO4)ccc12,-2,1,-3,0.95,-1,5,-0.1,-2,0
O=C(c1cccnc1)c1cccnc1,0,1,0,1.1,-1,-10,11,3,4
O=C(c1ccco1)N1N=C(c2ccc(Cl)cc2)CC1c1ccco1 (stereo not given),0,1,-5,1.1,-1,-5,-1.5,1,1
O=C(Nc1ccccn1)c1cccc(S(=O)(=O)N2CCOCC2)c1,-3,0.98,-1,1,2,-2,1.6,7,-3
Cc1ccccc1OCC(=O)Nc1ccc(S(=O)(=O)Nc2onc(C)c2C)cc1,-3,1,0,1,-4,-4,-0.3,-11,-6
CCOc1ccc(S(=O)(=O)N2CCC(c3ccccc3)CC2)cc1C(=O)O,-6,1,-1,0.94,-2,6,0.1,-1,-3
COc1cc(C(=O)NC(=S)Nc2nc(-c3ccc(F)cc3)cs2)cc(OC)c1OC,-6,0.74,-3,1.1,26,-12,2.6,1,-3
CCOc1ccc(NC(=O)CN2C(=O)NC(CCc3ccccc3)C2=O)cc1OCC (stereo not given),0,1.1,-4,1.3,-6,-32,0.8,5,-1
COCN(C#N)c1nc(OC)nc(OC)n1,-6,1,-4,0.97,-5,3,-0.5,4,-2
O=C(Nc1cccc(S(=O)(=O)N2CCCC2)c1)c1ccc2ccccc2n1,-5,0.9,-3,1.1,10,-12,0.2,-4,3
CC(C)N(c1ccccc1)c1ccc(NC(=S)NCCN(C)C)cc1,-6,1,0,1.1,0,-5,4.6,-7,1
CCC1(c2ccccc2)NC(=O)N(CC(=O)N2CCc3ccccc32)C1=O (stereo not given),-4,0.98,-6,1.1,2,-6,-4.5,-5,-2
CCN1CCN(c2ccc(S(=O)(=O)N3CCCCC3)cc2NC(=O)Cc2c(F)cccc2Cl)CC1,0,1,-5,1.2,-1,-21,-0.1,-3,22
O=C(CN(C(=O)CCC(=O)Nc1nccs1)c1ccc(F)cc1)NCC1CCCO1 (stereo not given),-10,1.1,-3,0.99,-9,1,-4.5,-5,-4
COc1cc(NC2c3ccccc3C(=O)N2Cc2ccccc2)cc(OC)c1OC (stereo not given),5,0.98,2,0.96,2,4,0.6,-5,3
Cc1ccccc1-n1nc2c(c1NC(=O)C(C)C)CS(=O)(=O)C2,-5,0.97,-2,0.94,2,6,0.8,0,-1
CC(C)CC[C@@H](O)[C@](C)(O)C1CC[C@@]2(O)C3=CC(=O)[C@@H]4C[C@@H](O)[C@@H](O)C[C@]4(C)C3CC[C@]12C (stereo not given in full),-1,0.95,-3,1.1,5,-6,0.1,3,0
CC(=O)Nc1ccc(O)cc1[N+](=O)[O-],1,1,2,0.95,-4,5,0.1,0,3
O=C(NC1CC1)C1=C[C@@H](c2csc3ccccc23)C[C@@H](OCc2ccc(CO)cc2)O1,-8,1,3,0.95,-2,5,-0.7,-5,-4
OC(CNc1nc(C(F)(F)F)nc2ccccc12)c1ccccc1 (stereo not given),-4,1,0,0.92,-4,8,2.9,9,-1
CC(=O)C1=C(C)N(c2ccccc2)C(=O)C1(NS(=O)(=O)c1ccc(N)cc1)C(F)(F)F (stereo not given),4,1,-1,0.97,0,3,-0.6,1,0
CCOC(=O)C(Cc1c[nH]c2ccccc12)NC(=O)c1ccco1 (stereo not given),-2,1,2,0.94,0,6,0.3,0,-2
CCN1CCN(c2oc(COc3ccc(-c4ccccc4)cc3)nc2C#N)CC1,-8,1,-4,1.1,-2,-9,-3.6,-6,-2
Cc1cc2nc(CN(C)Cc3c(C(=O)N(C)C)nc4ccc(Cl)cn34)[nH]c2cc1C,-4,1,0,1.1,-1,-7,-1.2,22,-1
COc1ccc(OC)c(S(=O)(=O)N2CCCC(C(=O)NCCc3ccccc3)C2)c1 (stereo not given),-4,0.99,4,0.87,1,13,-1.4,0,-1
COC(=O)C1=C(C)N(C)C(=O)NC1c1cc(Cl)c(O)c(OC)c1 (stereo not given),-5,0.97,-2,0.97,3,3,-0.5,-5,-1
Cc1[nH]c2ccccc2c1/C=N/Nc1nncn1N,-6,0.92,-3,0.94,8,6,-1.8,16,-3
CC(=O)N(C)c1ccc(NC(=S)Nc2ccccc2)cc1,-1,0.91,-3,0.95,9,5,0.4,-3,-1
COCCCN1CC(=O)N2C(c3ccc(OC)c(OC)c3)c3[nH]c4ccccc4c3C[C@H]2C1=O (stereo not given in full),-7,1,2,1,-1,-2,0.8,-4,1
O=C1CC(Sc2nnnn2-c2ccccc2)C(=O)N1c1cccc(Cl)c1 (stereo not given),-7,0.91,-6,0.94,9,6,49,-3,-4
O=C(NCc1ccccc1)C1COc2ccccc2O1 (stereo not given),-2,1,-1,0.96,-1,4,-2.3,-13,1
Cc1ccc(F)c(Oc2cc(NN3CCCCC3)c([N+](=O)[O-])cc2[N+](=O)[O-])c1,-7,0.94,-7,0.83,6,17,0.1,-4,-2
CC(OC(=O)c1cc2sccc2n1C)C(=O)NCc1ccc(F)cc1 (stereo not given),-10,1.1,-2,0.99,-6,1,0.2,8,-7

# An excerpt from above in order of count of non-hydrogen atoms, high to low:
compound,A3G deaminase,mIAP activ,MIN6 prolif,hIAP act,mIAP inh,hIAP block,MPTP block,ATG4B inhibitor,A3A deaminase
CCN1CCN(c2ccc(S(=O)(=O)N3CCCCC3)cc2NC(=O)Cc2c(F)cccc2Cl)CC1,0,1,-5,1.2,-1,-21,-0.1,-3,22
COCCCN1CC(=O)N2C(c3ccc(OC)c(OC)c3)c3[nH]c4ccccc4c3C[C@H]2C1=O (stereo not given in full),-7,1,2,1,-1,-2,0.8,-4,1
CC(C)CC[C@@H](O)[C@](C)(O)C1CC[C@@]2(O)C3=CC(=O)[C@@H]4C[C@@H](O)[C@@H](O)C[C@]4(C)C3CC[C@]12C (stereo not given in full),-1,0.95,-3,1.1,5,-6,0.1,3,0
O=C(NC1CC1)C1=C[C@@H](c2csc3ccccc23)C[C@@H](OCc2ccc(CO)cc2)O1,-8,1,3,0.95,-2,5,-0.7,-5,-4
O=C(CN(C(=O)CCC(=O)Nc1nccs1)c1ccc(F)cc1)NCC1CCCO1 (stereo not given),-10,1.1,-3,0.99,-9,1,-4.5,-5,-4
CCN1CCN(c2oc(COc3ccc(-c4ccccc4)cc3)nc2C#N)CC1,-8,1,-4,1.1,-2,-9,-3.6,-6,-2
Cc1ccc(F)c(Oc2cc(NN3CCCCC3)c([N+](=O)[O-])cc2[N+](=O)[O-])c1,-7,0.94,-7,0.83,6,17,0.1,-4,-2
O=C(Nc1cccc(S(=O)(=O)N2CCCC2)c1)c1ccc2ccccc2n1,-5,0.9,-3,1.1,10,-12,0.2,-4,3
O=C1CC(Sc2nnnn2-c2ccccc2)C(=O)N1c1cccc(Cl)c1 (stereo not given),-7,0.91,-6,0.94,9,6,49,-3,-4
CC(OC(=O)c1cc2sccc2n1C)C(=O)NCc1ccc(F)cc1 (stereo not given),-10,1.1,-2,0.99,-6,1,0.2,8,-7
OC(CNc1nc(C(F)(F)F)nc2ccccc12)c1ccccc1 (stereo not given),-4,1,0,0.92,-4,8,2.9,9,-1
COC(=O)C1=C(C)N(C)C(=O)NC1c1cc(Cl)c(O)c(OC)c1 (stereo not given),-5,0.97,-2,0.97,3,3,-0.5,-5,-1
CC(=O)N(C)c1ccc(NC(=S)Nc2ccccc2)cc1,-1,0.91,-3,0.95,9,5,0.4,-3,-1
O=C(NCc1ccccc1)C1COc2ccccc2O1 (stereo not given),-2,1,-1,0.96,-1,4,-2.3,-13,1
COCN(C#N)c1nc(OC)nc(OC)n1,-6,1,-4,0.97,-5,3,-0.5,4,-2
CC(=O)Nc1ccc(O)cc1[N+](=O)[O-],1,1,2,0.95,-4,5,0.1,0,3

# Two records picked at random from the list so far:
compound,A3G deaminase,mIAP activ,MIN6 prolif,hIAP act,mIAP inh,hIAP block,MPTP block,ATG4B inhibitor,A3A deaminase
CCOc1ccc(NC(=O)CN2C(=O)NC(CCc3ccccc3)C2=O)cc1OCC (stereo not given),0,1.1,-4,1.3,-6,-32,0.8,5,-1
CCN1CCN(c2oc(COc3ccc(-c4ccccc4)cc3)nc2C#N)CC1,-8,1,-4,1.1,-2,-9,-3.6,-6,-2
